Bioassay records from PubChem.
ROMK primary = human ROMK K+ channel modulation, primary screen. B-score at 10 µM. 130,000 tested, 2% active. Tet-inducible ROMK, thallium flux fluorescence; actives lie on both sides. P48048. AID 1918;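 active = signal ratio slope over the read window, or its plate-corrected B-score, at least 3 SD from the plate mean, either direction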;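 note: B-score of the F/F0 ratio slope over 7 to 12 s after thallium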
Target sequence (P48048 whole entry, looked up): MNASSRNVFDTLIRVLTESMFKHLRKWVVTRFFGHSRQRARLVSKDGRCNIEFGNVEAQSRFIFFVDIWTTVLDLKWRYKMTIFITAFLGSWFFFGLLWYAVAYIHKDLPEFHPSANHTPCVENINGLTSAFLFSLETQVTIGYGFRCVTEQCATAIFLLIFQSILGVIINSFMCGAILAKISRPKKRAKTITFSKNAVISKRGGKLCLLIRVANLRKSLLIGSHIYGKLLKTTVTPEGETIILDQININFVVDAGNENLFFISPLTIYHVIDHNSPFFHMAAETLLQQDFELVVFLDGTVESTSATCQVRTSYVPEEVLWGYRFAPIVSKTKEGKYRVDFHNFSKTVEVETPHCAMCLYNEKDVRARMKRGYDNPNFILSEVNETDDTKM
S1P3 antag = blocks the human S1P3 receptor | Q99500 | CHO S1P3 NFAT-BLA reporter, FRET fluorescence, antagonist mode | inhibition, % at 4.98 µM | 170,000 tested, 0.27% active;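 active = inhibition above the plate cutoff, the mean inhibition of test wells on that plate plus 3 SD, cut at about 28% in these data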;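 note: cells challenged with S1P at its EC80 of 0.8 µM; blue over green emission ratio from cleaved BLA substrate after 4 h stimulation; 0% = S1P-stimulated wells and 100% = unstimulated DMSO-only wells; some compounds past the cut are filed as inactive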
Target sequence (Q99500 whole entry, looked up): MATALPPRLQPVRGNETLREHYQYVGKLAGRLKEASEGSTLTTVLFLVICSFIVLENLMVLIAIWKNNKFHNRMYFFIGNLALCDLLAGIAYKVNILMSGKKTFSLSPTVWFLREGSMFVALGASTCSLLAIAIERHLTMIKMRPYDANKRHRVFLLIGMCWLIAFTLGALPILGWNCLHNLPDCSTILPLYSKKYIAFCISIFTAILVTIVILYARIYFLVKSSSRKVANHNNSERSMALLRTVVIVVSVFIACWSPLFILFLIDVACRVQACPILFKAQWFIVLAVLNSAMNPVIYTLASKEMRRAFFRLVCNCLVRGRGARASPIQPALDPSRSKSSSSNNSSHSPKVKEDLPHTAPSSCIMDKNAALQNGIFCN
* = called active by the depositor.

SMILES,ROMK primary,S1P3 antag
CC1CCCCC1NC(=O)C1CCC(CNc2c(N3CCCCC3)c(=O)c2=O)CC1 (stereo not drawn),0.24,-17
CCOC(=O)c1ccc(CSC(=N)N)o1,1.4,6
COc1cc2c(C(=O)NCCN(C)C)cn(CC(C)C)c(=O)c2cc1OC,-0.27,-6
C/C(=N\O)C(C)(C)Nc1ccccc1F,-0.32,0
O=C(Nc1nnc(C2CC2)s1)c1cccnc1Oc1ccc(Cl)cc1,0.11,-10
Cc1ccc(C)c(-n2c3nc(=O)n(C)c(=O)c-3cc3ccccc32)c1,0.34,9
Cc1ccc(S(=O)(=O)N2CCOC2CNC(=O)C(=O)NCc2ccncc2)cc1 (stereo not drawn),0.27,9
COc1ccc(CNC(=O)C2=CCN(S(=O)(=O)c3ccc(C)cc3)CC2)cc1,-0.045,6
O=c1oc2cc([N+](=O)[O-])ccc2nc1/C=C(\O)c1cccc(Br)c1,-0.28,3
Cc1ccc(OCc2nc(-c3ccccc3)no2)cc1,0.063,-12
CCN(CC)CCOC(=O)c1cccc2c1-c1ccccc1C2O (stereo not drawn),-1.3,-4
O=C(c1ccc(F)cc1)N1CCN(c2ccc(N3CCOCC3)nn2)CC1,1.4,-1
CC1CCCC(C)N1S(=O)(=O)c1ccc(S(=O)(=O)N2CCOCC2)cc1 (stereo not drawn),0.53,-16
Cc1ccccc1C([O-])=Nc1ccc[n+](-c2nc3ccccc3nc2NS(=O)(=O)c2ccccc2)c1,-1.2,-13
O=C(CN1c2ccccc2Sc2ccccc21)N/N=C/c1ccc(Cl)cc1Cl,1.5,15
COc1ccc(-c2csc(NC(=S)NC(=O)c3ccccc3)n2)cc1Br,-0.07,9
CC(C)(C)n1cn[nH]c1=S,0.078,7
CCOC(=O)N1CCc2c(sc(NC(=O)CN(CC)CC)c2C#N)C1,1.2,0
CCc1c(O)nc(SCC(=O)Nc2nc3ccccc3s2)n(-c2ccccc2)c1=O,0.81,2
CN(C)C(=O)CSc1nnc([C@H](Cc2ccccc2)NC(=O)OC(C)(C)C)o1,0.16,-10
COc1ccccc1N1CCN(C(=O)c2ccc(Cn3c(=O)[nH]c4ccsc4c3=O)cc2)CC1,-0.064,-19
CC1CCCN(C(=O)C2CCC(CNc3c(N4CCCCC4)c(=O)c3=O)CC2)C1 (stereo not drawn),1.2,6
O=C(O)c1cc(N/N=C/c2cccnc2)ccc1Cl,0.096,-6
CC(=O)Nc1ccc(S(=O)(=O)Oc2ccccc2N2CCCCC2)cc1,-0.17,7
CC(NC(=O)c1cccnc1)C(c1cccs1)N1CCN(c2ccccc2F)CC1 (stereo not drawn),-0.71,1
Cc1cccc(Nc2nc(N)nc(CCl)n2)c1C,-0.69,3
O=C(c1ccccn1)c1ccc2ccccc2n1,-1.1,7
CCOC(=O)N1CCC(NS(=O)(=O)c2ccc(C)c(Cl)c2)CC1,1.3,-7
COc1ccccc1-n1cc(C(=O)NCC(=O)N2CCN(c3ccccn3)CC2)c2ccccc2c1=O,1.3,8
N=C(N)SCc1ncccc1O,0.47,-13
Cc1ccc(C)c2[nH]c(=O)c(CN(CC3CCCO3)C(=S)NCc3ccco3)cc12 (stereo not drawn),-3.5*,0
CS(=O)(=O)Oc1ccc2c(c1)O/C(=C\c1cccnc1)C2=O,-0.051,2
CC1(C)OC(=O)C(=NNc2ccc(C(=O)O)cc2)C(=O)O1,0.4,-27
CC1(C)C2CCC1(C)C(OC(=O)C[n+]1ccccc1)C2 (stereo not drawn),0.16,0
O=C(O)c1ccc(/C=N/N2CCN(C3c4ccccc4-c4ccccc43)CC2)cc1,-1.2,10
Cc1nn(-c2ccccc2)c(C)c1/C=N/NC(=O)c1cnccn1,-0.68,-16
CC(C)CCNC(=O)c1cc2c(s1)-c1ccccc1S(=O)(=O)C2,1.1,11
COc1ccc(OC)c(Nc2nc(NCc3ccco3)nc(N)c2[N+](=O)[O-])c1,0.76,-14
COC(=O)c1sccc1NC(=O)CC1C(=O)NCCN1C(=O)c1ccc(F)cc1 (stereo not drawn),0.078,-12
Cn1c(N)nc2ccccc2c1=O,-0.25,0
Cc1ccc(-c2cc(Cc3ccc(F)cc3)c(=O)[nH]n2)cc1,-0.39,1
O=C(O)/C=C/C(=O)Nc1ccc2c(c1)C(=O)c1ccccc1C2=O,1.1,-10
COc1ccc(S(=O)(=O)N2CCOC2CNC(=O)C(=O)NCc2cccnc2)cc1OC (stereo not drawn),1.2,0
CCOc1ccc(OCCSc2nc(N)cc(=O)[nH]2)cc1,-0.0076,-8
O=C(O)CNC(=O)C(c1ccccc1)c1ccccc1,1.4,-8
CCCNC(=O)CCn1nc(-c2ccc(Cl)cc2)c2ccccc2c1=O,0.24,-9
O=C(CN1CCOCC1)NNc1c2ccccc2nc2ccccc12,-0.6,-9
CCCCOc1ccc(Nc2cc(Cl)ccc2C(=O)O)cn1,3.1*,-4
CC(C)[C@@H](N)C(=O)N/N=C/c1ccc2nccnc2c1,-0.86,10
CCOC(=O)c1sc(Nc2ccc(Br)cc2)nc1C,-0.76,-7
CC1(C)c2ccccc2N2CC(=O)N[C@@]21/C=C/C=C/c1ccccc1,-1.3,5
CC(C)NCC(=O)C12CC3CC(CC(C3)C1)C2,-0.085,-3
CC(=O)NCCNC(=O)c1ccc(NC2=NC3CS(=O)(=O)CC3S2)cc1 (stereo not drawn),0.13,-2
CC(C)C1(CCNC(=O)c2cccs2)CCOC(C)(C)C1 (stereo not drawn),1.9,-9
NC(=O)C1CCN(c2c([N+](=O)[O-])cc(C(F)(F)F)cc2[N+](=O)[O-])CC1,0.028,-3
O=C(NNC(=S)Nc1ccc(Cl)c(Cl)c1)c1cccc([N+](=O)[O-])c1,3*,-4
Cc1ccc(C)c(CSc2nnc([C@@H]3CCCN3)o2)c1,0.34,1
COc1ccccc1/C=C/C=N/n1c(-c2n[nH]c3c2CCC3)n[nH]c1=S,-0.03,4
CCOC(=O)c1ccc(N2C(=O)CC(Nc3ccc(O)cc3)C2=O)cc1 (stereo not drawn),-0.024,8
O=C(Nc1nc2cc3c(cc2s1)OCO3)C1CC1,-0.63,-3

Complete entries, looked up by structure. Order of values: ROMK primary	S1P3 antag
CCOC(=O)c1sc(Nc2ccc(Br)cc2)nc1C as listed: -0.76	-7
CCOC(=O)c1ccc(N2C(=O)CC(Nc3ccc(O)cc3)C2=O)cc1 (stereo not drawn) as listed: -0.024	8

Other records follow.
SMILES,ROMK primary,S1P3 antag
O=C1CN2CCC1C/C2=C\c1ccnc2c(Cl)cccc12 (stereo not drawn),-1.4,5
CN(C)c1cc(Nc2ccc(O)cc2)c([N+](=O)[O-])c2nonc12,1.2,-15
S=c1[nH]nc(-c2ccc(Cl)cc2)n1/N=C/C=C/c1ccco1,-0.23,4
FC(F)(F)c1nnc(N2CCN(c3ccc(Cl)cc3)CC2)s1,-0.062,11
NNC(=O)c1cc2c(s1)-c1cc(Cl)ccc1SC2,-0.5,10
CC12CCC(C(=O)Nc3ccc(Cl)cc3)([C@H](Br)C1=O)C2(C)C (stereo partly drawn),-0.63,8
COc1ccc(C2CC(=O)N(c3ccccc3)C3=C2C(=O)CCC3)cc1 (stereo not drawn),0.33,0
Cc1ccc(SCc2nc3ncccn3c2Br)cc1,-0.27,-4
Cc1ccc(N(CC(O)CN2C(=O)NC(C)(C)C2=O)S(=O)(=O)c2ccc(C)cc2)cc1 (stereo not drawn),0.48,9
C/C(N=Nc1nc2ccccc2s1)=N\Nc1ccccc1O,0.12,3
CC(C)(C)SCCNC(=O)/C=C/c1ccccc1,0.53,-10
Cc1cc(C)cc(N(CC(=O)NC2CCCC2)S(=O)(=O)c2c(C)[nH]c(=O)[nH]c2=O)c1,0.098,-8
COc1ccc(Cl)cc1NC(=O)c1cc(-c2cc(C)ccc2O)n[nH]1,-0.025,-11
Cc1ccc(C2C3C(=O)N(c4ccc(C)cc4)C(=O)C3N3CCCN23)cc1 (stereo not drawn),0.0047,-4
CC(=O)c1c(C)oc2c1cc(O)c1ccccc12,-0.28,7
CCOC(=O)c1sc(N2N=C(C)C(N=Nc3cccc(C)c3)C2=O)nc1C (stereo not drawn),2.1,-10
C/C(=N\Nc1ccc2nncn2n1)c1ccccn1,0.1,12
CCOc1ccc(NC(=O)CN(C)S(=O)(=O)c2ccc3c(c2)CCC(=O)N3)cc1,1.6,1
CC1CCCC(C)N1C(=S)NCc1ccco1 (stereo not drawn),1.2,2
COc1ccc(/C=C/C(=O)NNc2cc(=O)n(C)c(=O)n2C)cc1OC,-0.68,7
CCN(CC)CCCNc1oc(/C=C/c2ccccc2)nc1C#N,-1.2,-7
Cc1cc([N+](=O)[O-])nn1CC(=O)N/N=C/c1ccc(O)cc1O,-0.031,9
O=C(Nc1nnc(-c2ccc(F)cc2)s1)Nc1ccccc1F,0.7,-1
COC(=O)c1cc(NS(=O)(=O)c2ccc(F)cc2)ccc1N1CCOCC1,0.37,2
Cc1ccc(C(=O)OC(C)CN2CCN(C)CC2)cc1 (stereo not drawn),-1.3,-8
CC(C)c1nc2oc3c(N(C)CCO)ncnc3c2c2c1CCC2,0.014,-9
Cc1nc(SCC(=O)N2CCOCC2)c2c(=O)n(C)c(=O)n(C)c2n1,0.37,-16
Clc1ccc(/C=N/Nc2ncnc3nc[nH]c23)cc1,-1.1,17
C=CCNc1nnnc2c1sc1nc(N3CCOCC3)c3c(c12)CCCC3,0.95,14
Cc1c(NC(=S)N/N=C/c2cc([N+](=O)[O-])ccc2O)c(=O)n(-c2ccccc2)n1C,-0.35,5

Filtered by structure: the compounds so far containing a tert-butyl group.
SMILES,ROMK primary,S1P3 antag
CC(C)(C)n1cn[nH]c1=S,0.078,7
CN(C)C(=O)CSc1nnc([C@H](Cc2ccccc2)NC(=O)OC(C)(C)C)o1,0.16,-10
CC(C)(C)SCCNC(=O)/C=C/c1ccccc1,0.53,-10

Structural class, the entries above containing a cyano group (two)
SMILES,ROMK primary,S1P3 antag
CCOC(=O)N1CCc2c(sc(NC(=O)CN(CC)CC)c2C#N)C1,1.2,0
CCN(CC)CCCNc1oc(/C=C/c2ccccc2)nc1C#N,-1.2,-7

(further entries)
| SMILES | ROMK primary | S1P3 antag |
| --- | --- | --- |
| O=C(Cc1ccc([N+](=O)[O-])cc1)N1N=C2CCCCC2C1(O)C(F)(F)F (stereo not drawn) | -0.024 | -7 |
| CCOC(=O)c1c[nH][nH]c1=O | -0.019 | -16 |
| O=C(Nc1ccc(Cl)cc1)NC1CCCCNC1=O (stereo not drawn) | -1.2 | -1 |
| Cc1cc(C)nc(N/N=C/C2=C(O)CC(c3ccc(F)cc3)CC2=O)n1 (stereo not drawn) | -0.019 | 18 |
| Cc1c(S(=O)(=O)NCc2ccccc2)c(=O)n(C)c(=O)n1C | -0.59 | 11 |
| Nc1cc(=O)[nH]c(=O)n1-c1ccc(Cl)cc1 | -0.24 | -18 |
| Cc1[nH]c2ccccc2c1C(=O)CSC(=S)N1CCOCC1 | -1.1 | 9 |
| NNC(=S)NC1CCS(=O)(=O)C1 (stereo not drawn) | 0.7 | 6 |
| Fc1ccc(Nc2nc(NCc3ccco3)c3ccccc3n2)cc1 | -0.17 | 27 |
| CCCc1nnc2n1N=C(c1ccc([N+](=O)[O-])cc1)CS2 | 0.26 | 4 |
| COc1ccccc1-c1c(C)nn2c(-c3ccccc3)cc(C)nc12 | 0.19 | 4 |
| Cc1ccc2nc(Cl)c(/C=N/Nc3ccc(C(=O)O)cc3)cc2c1 | -0.38 | 0 |
| c1ccc2c(c1)CC1(CCCC1)N=C2N1CCOCC1 | 0.13 | 3 |
| CCNc1nc(NCC)nc(OCCNS(=O)(=O)c2ccccc2)n1 | -0.3 | -2 |
| Cc1cc(C)cc(NC(=O)NCC(O)COc2ccc([N+](=O)[O-])cc2)c1 (stereo not drawn) | -0.024 | -13 |
| CC(CC(=O)Nc1ccc(S(=O)(=O)N2CCOCC2)cc1)c1ccccc1 (stereo not drawn) | 0.092 | 3 |
| O=C(O)c1ccc(COc2ccc3c(c2)CCC3)cc1 | -0.016 | 8 |
| O=C(Nc1ccc(OC(F)(F)F)cc1)Oc1ccccc1N1CCCCC1 | 0.55 | 1 |
| Cc1ccc(S(=O)(=O)n2cc(C=O)c3ccccc32)cc1 | -0.5 | 4 |
| COC(CNc1ccc([N+](=O)[O-])c(NCC(OC)OC)c1C#N)OC | -0.37 | -4 |
| S=C(NCCc1ccccc1)Nc1ccccc1 | -0.47 | 8 |
| CCOC(=O)Cc1csc(NC(=O)CN2C(=O)c3ccccc3C2=O)n1 | -0.19 | 2 |
| FC(F)(F)c1ccc(-c2nc(=S)[nH][nH]2)cc1 | 0.26 | 10 |
| Cc1cc(C)cc(OCc2nnc(N)s2)c1 | 1.8 | -5 |
| Cc1nccn1CC(=O)N/N=C/c1cccs1 | -0.037 | -26 |

A portion of the library; the hit share may differ from the screen's.
